# Source: PubChem BioAssay (several laboratories)
# hcDAF-12 act: H. contortus DAF-12 nuclear receptor activators, primary screen, cell-based, luminescence, HEK293, lit1-tk-luc reporter; HEK293 hcDAF-12 lit1-tk-luc reporter; 0% DMSO, 100% Δ7-dafachronic acid; activation, % at 6.8 µM; hit rate 1.4% among 370,000;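 active means activation above the mean of all tested compounds plus 3 SD, cut at about 5.5% in these data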;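 further: 100% = response to 3 µM Δ7-dafachronic acid high control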
# GAA850 FXN act: FXN promoter activators, primary screen, cell-based, luciferase luminescence, HEK293 lucGAA850 | hit rate 0.56% among 360,000 | HEK293 lucGAA850 FXN promoter luciferase reporter, 24 h; percent of 10 µM SAHA response | activation, % at 6 µM;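 active means activation above the average of all compounds screened plus 3 SD, cutoff fixed separately per campaign, cut at about 7.5% in these data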;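 further: 0% = DMSO wells and 100% = 10 µM SAHA wells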
# NPR2 activator: human GC-B receptor activators, primary screen, HEK293 GC-B cells, cGMP TR-FRET, EC30 CNP; 0% at EC30 CNP, 100% saturating CNP; activation, % at 10 µM; hit rate 0.11% among 370,000; AID 1920062, 2024;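 active means activation at 10 µM reaching about 35% in either raw or pattern-adjusted values, limit read from the data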
# HGIII-sPLA2 inh: human group III sPLA2 inhibitors, primary screen, biochemical, QFRET, BODIPY PC-A2 liposome substrate. Group 3 secretory phospholipase A2 (Homo sapiens), Q9NZ20. QFRET BODIPY PC-A2 liposome hydrolysis, fluorescence. inhibition, % at 12.2 µM. hit rate 0.56% among 370,000. AID 743126, 2013;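 active means inhibition above mean plus 3 SD of compounds lying within the high and low control bounds, cut at about 19% in these data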;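 further: 0% = median of test compound wells and 100% = no enzyme DMSO wells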
# DAX1 inh-1: DAX1 (NR0B1) inhibitors, primary screen, cell-based, HEK293, Gal4-DAX1, luciferase luminescence | hit rate 0.99% among 340,000 | Nuclear receptor subfamily 0 group B member 1 (Homo sapiens), P51843 | HEK293 Gal4-DAX1 luciferase reporter | AID 504766, 2011 | inhibition, % at 6.75 µM;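 active means inhibition above the mean over all tested compounds plus 3 SD, cut at about 4.2% in these data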;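 further: 0% = DAX1-transfected cells with DMSO and 100% = empty-vector control cells with DMSO; inhibition shows as a rise in luminescence from relieved DAX1 repression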
# Target sequence (P51843 207-470 limits assumed): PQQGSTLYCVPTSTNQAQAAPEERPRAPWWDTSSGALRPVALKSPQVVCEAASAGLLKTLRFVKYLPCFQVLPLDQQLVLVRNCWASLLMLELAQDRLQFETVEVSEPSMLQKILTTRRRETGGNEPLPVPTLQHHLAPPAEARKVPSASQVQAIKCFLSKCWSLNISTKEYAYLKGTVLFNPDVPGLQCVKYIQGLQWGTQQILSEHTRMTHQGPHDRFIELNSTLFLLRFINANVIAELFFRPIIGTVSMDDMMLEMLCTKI
# DAX1 inh-2: DAX1 (NR0B1) inhibitors on StAR promoter, primary screen, cell-based, luminescence, SF-1 (NR5A1), full-length DAX-1. HEK293T StAR-luciferase reporter, SF-1/DAX-1 repression relief. inhibition, % at 6.8 µM. hit rate 1.1% among 370,000. AID 652010, 2013;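 active means inhibition above the mean over all tested compounds plus 3 SD, cut at about 3.6% in these data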;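 further: 0% = DAX-1 cells with DMSO and 100% = cells lacking DAX-1 with DMSO; higher inhibition means more luminescence from relief of DAX-1 repression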
# SMARCA2 act: SMARCA2 (BRM) function activators, primary screen, cell-based, luminescence, high throughput; MG213 cells, MMTV-luciferase reporter, dexamethasone, overnight; activation, % at 9.1 µM; hit rate 1% among 370,000; AID 652017, 2013; in the data active means activation above about 7.8%;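 further: 0% = vehicle wells and 100% = reference activator wells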
# NPR1 activator: GC-A stimulated cGMP production enhancers – HEK293 GC-A cells, cGMP TR-FRET, EC30 ANP, primary screen; Atrial natriuretic peptide receptor 1 (Homo sapiens), P16066; 0% at EC30 ANP, 100% saturating ANP; activation, % at 10 µM; hit rate 0.14% among 370,000; AID 1671463, 2021; in the data active means activation above about 40%
# hgDAF-12 ag: H. glycines DAF-12 receptor agonists, primary screen, cell-based, luminescence, HEK293, GAL4 fusion, UAS-luciferase; Nuclear hormone receptor DAF-12 (Heterodera glycines), GAL4 fusion; hit rate 1.8% among 370,000; HEK293 GAL4-hgDAF12 UAS-luciferase reporter, agonist luminescence; normalized to butyrate control; activation, % at 6.8 µM;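 active means activation above a cutoff set at the mean of all screened compounds plus 3 SD, cut at about 10% in these data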;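 further: 0% = DMSO wells and 100% = sodium butyrate wells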
# ssDAF-12 act: S. stercoralis DAF-12 nuclear receptor activators, primary screen, cell-based, luminescence, HEK293, GRIP1 co-expression, lit1-tk-luc | Nuclear hormone receptor DAF-12 (Strongyloides stercoralis) | HEK293 ssDAF-12/GRIP1 lit1-tk-luc reporter; % of 3 µM dafachronic acid response | activation, % at 6.8 µM | hit rate 1% among 370,000;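 active means activation above the mean over all tested compounds plus 3 SD, cut at about 0.9% in these data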;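 further: 0% = DMSO-only wells and 100% = 3 µM delta7-dafachronic acid wells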
# ADAM10 inh: human ADAM10 inhibitors, primary screen, biochemical, QFRET, HTS; Disintegrin and metalloproteinase domain-containing protein 10 (Homo sapiens), O14672; recombinant ADAM10, EDANS/DABCYL FRET peptide cleavage, 3 h; inhibition, % at 7 µM; hit rate 0.62% among 370,000;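 active means inhibition above a per-campaign cutoff equal to the mean of compounds falling between control-based bounds plus 3 SD, cut at about 20% in these data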;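 further: 0% = DMSO wells while the 100% control is not disclosed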
# Target sequence (O14672 214-748 limits assumed): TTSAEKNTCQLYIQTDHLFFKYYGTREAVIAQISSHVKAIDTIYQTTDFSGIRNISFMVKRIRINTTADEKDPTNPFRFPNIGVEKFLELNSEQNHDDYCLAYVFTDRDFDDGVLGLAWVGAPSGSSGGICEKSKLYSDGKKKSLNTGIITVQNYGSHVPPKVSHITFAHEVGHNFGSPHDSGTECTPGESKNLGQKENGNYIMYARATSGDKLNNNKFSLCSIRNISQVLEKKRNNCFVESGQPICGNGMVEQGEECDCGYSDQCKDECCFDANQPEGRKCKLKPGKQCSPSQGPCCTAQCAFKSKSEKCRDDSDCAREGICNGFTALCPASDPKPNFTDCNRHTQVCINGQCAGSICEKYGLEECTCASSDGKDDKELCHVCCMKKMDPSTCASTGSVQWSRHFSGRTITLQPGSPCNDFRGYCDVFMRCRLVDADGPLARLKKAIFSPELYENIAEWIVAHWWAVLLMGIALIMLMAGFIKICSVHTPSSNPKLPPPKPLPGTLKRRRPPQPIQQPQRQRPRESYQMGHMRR
# Starred values were filed as active, the others as inactive; nt = no result given.
SMILES,hcDAF-12 act,GAA850 FXN act,NPR2 activator,HGIII-sPLA2 inh,DAX1 inh-1,DAX1 inh-2,SMARCA2 act,NPR1 activator,hgDAF-12 ag,ssDAF-12 act,ADAM10 inh
Cc1ccccc1OCc1nnc(SCC(=O)O)n1Cc1ccccc1,1.1,2.0,0,-2,1.6,0.4,-2,2,1.1,0.2,5
Cn1c(=O)c2c(SCC(N)=O)nc(CC(C)(C)C)nc2n(C)c1=O,-1.0,-1.3,6,17,1.0,0.0,1,2,0.2,-1.6,-10
Cc1cnc(C(=O)OCC(=O)N2CCc3ccccc3C2)cn1,-1.6,-1.8,-1,11,2.0,-0.5,1,-1,0.1,-0.9,4
COCCSc1nnc(NC(=O)Cc2cccs2)s1,-0.1,-1.6,6,-8,0.5,0.2,0,-1,2.9,-1.3,-3
Cc1ccc(C(=O)NC2CCN(Cc3ccccc3)CC2)cc1S(=O)(=O)N1CCOCC1,-2.4,-0.8,2,-1,-2.6,-2.6,-3,1,2.6,-1.0,-6
COc1ccc([N+](=O)[O-])cc1NS(=O)(=O)c1cc(C(=O)NCc2cccnc2)ccc1Cl,-0.3,0.8,1,-3,0.8,0.2,-1,-1,-1.8,-0.6,-15
O=C(CCc1ccccc1Cl)Nc1ccc(S(=O)(=O)Nc2nccs2)cc1,-1.4,1.3,0,-31,0.0,3.2,4,0,3.2,-1.2,9
Cc1c(Cl)cccc1NC(=S)N(C)CCC#N,0.1,2.2,1,-1,1.6,1.0,-2,0,-1.6,-0.2,-2
CC(=O)Nc1ccc2nc(NC(=O)COc3ccccc3C)sc2c1,-0.3,0.9,2,-3,-0.3,-0.1,3,-2,-1.1,-2.0,-2
CCC(C(=O)O)n1c(C(F)(F)F)nc2ccccc21 (stereo not given),-1.0,-1.4,-8,7,2.5,0.1,1,-3,0.5,-1.2,-3
CCOC(=O)C1CCCN(C(=O)c2cccc3ccccc23)CC1 (stereo not given),-1.5,-1.5,-1,-1,nt,0.3,-1,2,0.7,-1.6,-4
CCOc1ccc(S(=O)(=O)N2CCC(C(=O)NCc3ccccn3)CC2)cc1,1.0,-1.3,3,10,2.3,-0.1,-3,2,3.8,-1.2,0
CCOC(=O)CN1NC2(CCC(C)CC2)NC1=S (stereo not given),-1.2,-0.8,0,0,2.0,-0.3,-1,0,-1.1,-0.8,-2
CCCC(=O)N1CCc2cc(-c3nc(N)sc3C)ccc21,0.0,3.3,4,-9,0.5,1.1,3,-2,-0.1,0.0,-17
Cc1cccc(-n2c(O)c(C=NCc3ccccn3)c3ccccc3c2=O)c1,0.4,0.4,8,-2,-1.2,-1.7,1,10,-2.1,-1.6,-65
COCCn1c(CCC(=O)O)ccc1-c1cccs1,-1.6,-0.8,-4,-6,0.0,-0.1,1,0,0.6,-1.3,-229

# For reference, 2 of the compounds above.
SMILES,hcDAF-12 act,GAA850 FXN act,NPR2 activator,HGIII-sPLA2 inh,DAX1 inh-1,DAX1 inh-2,SMARCA2 act,NPR1 activator,hgDAF-12 ag,ssDAF-12 act,ADAM10 inh
Cc1cccc(-n2c(O)c(C=NCc3ccccn3)c3ccccc3c2=O)c1,0.4,0.4,8,-2,-1.2,-1.7,1,10,-2.1,-1.6,-65
COCCn1c(CCC(=O)O)ccc1-c1cccs1,-1.6,-0.8,-4,-6,0.0,-0.1,1,0,0.6,-1.3,-229

# Additional results follow:
SMILES,hcDAF-12 act,GAA850 FXN act,NPR2 activator,HGIII-sPLA2 inh,DAX1 inh-1,DAX1 inh-2,SMARCA2 act,NPR1 activator,hgDAF-12 ag,ssDAF-12 act,ADAM10 inh
Cc1cccc(-c2ncc(CN3CCN(C4CCCC4)C(CCO)C3)cn2)c1 (stereo not given),-1.4,0.9,-1,-3,0.0,0.6,-3,-3,0.8,-1.4,5
CC(C)c1ccc(Nc2nnc(SCC(=O)Nc3ncc(S(=O)(=O)c4ccc([N+](=O)[O-])cc4)s3)s2)cc1,0.1,2.5,-13,-8,2.4,0.4,-2,-5,4.3,-0.4,9
Cc1ccc(C)c(NC(=O)c2ccc3c(c2)N(Cc2ccc(F)cc2)C(=O)CS3=O)c1 (stereo not given),-1.8,-0.4,-7,-20,-0.4,-0.1,1,0,-2.6,-1.6,-4
COc1cc(-c2cnc3c(NC=O)cc(-c4ccccc4Cl)cn23)cc(OC)c1OC,0.8,-0.1,3,-7,nt,4.2*,4,5,-7.6,-0.5,-6
O=C(NCCc1cccc(F)c1)c1cc2ccccn2n1,0.7,nt,-7,4,nt,3.1,4,7,14*,-0.3,-9
Cc1ccc(-n2c(SCC(=O)Nc3ccccc3-c3ccccc3)nnc2-c2cccnc2)cc1,-2.9,nt,-5,-6,nt,0.8,0,-11,5.2,-1.1,10
COc1ccc(/C=C(/NC(=O)c2ccc(OC)c(OC)c2)C(=O)NCCCn2ccnc2)cc1,-3.0,3.0,-6,1,-0.7,-0.7,0,1,-1.1,-1.1,-1
Cc1ccc(Cl)cc1NC(=O)Nc1cccs1,-0.8,-0.1,-14,-13,-0.8,-1.9,-4,-3,-0.2,-2.1,-15
COC(=O)Nc1ccc(S(=O)(=O)N2CCN(CCN3C(=O)C4C5C=CC(C5)C4C3=O)CC2)cc1 (stereo not given),-1.2,-0.6,5,-11,0.9,-0.3,-2,-2,-1.4,-0.6,9
COc1ccc(C2=NOC(C)(c3nnc(-c4ccc(F)cc4)o3)C2)cc1 (stereo not given),1.0,0.5,-1,-2,-0.6,-0.6,0,-1,-1.4,-1.6,-8
NC(=O)C1(N2CCCCC2)CCN(C2CC(=O)NC2=O)CC1 (stereo not given),-0.7,-0.5,4,5,0.6,-0.8,0,3,-0.3,-1.1,3
CCc1ccc(NC(=O)c2ccnc(C(C)(C)C)c2)cc1,2.7,-1.1,3,3,-0.5,-1.6,-1,-2,0.4,-1.7,-4
CCOC(=O)C1=C(C)OC(N)=C(C#N)C1c1cc(OC)c2c(c1)OCO2 (stereo not given),-1.1,2.0,-9,-21,0.8,-0.2,1,-18,-3.5,-1.1,-28
CN(CC(=O)Nc1ccccc1Br)C(=O)CNC(=O)Cc1cccc2ccccc12,1.0,0.8,-2,2,0.6,-1.9,-2,-1,1.0,-1.5,5
COc1ccc(/C=N/c2nc3ccccc3n2C)cc1OC,-0.6,1.6,1,2,-0.2,0.3,-1,15,-0.3,-0.8,-6
N/C(=N\c1nc2c(c(=O)[nH]1)CCCC2)Nc1ccccc1Sc1ccccc1,-2.0,3.4,-13,1,0.7,-0.5,-4,-10,-1.4,-1.5,0
O=C1CCC(C(=O)Nc2cccc(S(=O)(=O)Nc3ccccc3F)c2)=NN1,-1.9,0.6,8,-6,-0.2,-1.3,-3,11,-1.1,-1.5,-3
CCOc1ccc(OCC(=O)Nc2c3c(nn2C(C)(C)C)CS(=O)(=O)C3)cc1,1.0,1.5,0,3,0.2,1.0,-4,-1,1.7,-0.8,-2
O=C(C[C@H]1C=C[C@@H](NC(=O)c2ccncc2)[C@@H](CO)O1)NCC1CC1,-0.7,nt,3,10,nt,0.5,-4,0,-0.7,-0.7,-10
Cc1ccc(NC(=S)Nc2nc(CC(=O)Nc3ccccc3)cs2)cc1,2.3,-0.3,-7,11,-1.6,-0.6,-2,5,2.2,-1.0,6
N#Cc1nc(-c2ccccc2Cl)oc1N1CCOCC1,-3.0,1.4,-5,-10,-1.3,0.0,3,0,-1.1,-1.8,-147
COc1ccc(/C=C(\NC(=O)c2cccs2)C(=O)Nc2ccccc2C)cc1OC,0.1,0.8,-2,2,-0.6,0.7,-2,-4,-0.3,-1.1,-6
CC1CC2=C(NC(=S)NC2c2ccccc2F)/C(=C/c2ccccc2F)C1 (stereo not given),-0.2,1.2,2,9,-0.2,-0.3,4,0,-1.6,-1.3,-4
COC(=O)C1CCCN1C(C(=O)NC1CCCCC1)c1ccc(Cl)cc1 (stereo not given),-0.4,5.6,-14,3,0.5,-0.4,0,-12,4.9,-1.6,-10

# Ordered by value in ssDAF-12 act (ascending): 3 of the compounds above.
smiles	ssDAF-12 act
COC(=O)C1CCCN1C(C(=O)NC1CCCCC1)c1ccc(Cl)cc1 (stereo not given)	-1.6
COc1ccc(/C=C(\NC(=O)c2cccs2)C(=O)Nc2ccccc2C)cc1OC	-1.1
CCOc1ccc(OCC(=O)Nc2c3c(nn2C(C)(C)C)CS(=O)(=O)C3)cc1	-0.8

# Next part.
SMILES,hcDAF-12 act,GAA850 FXN act,NPR2 activator,HGIII-sPLA2 inh,DAX1 inh-1,DAX1 inh-2,SMARCA2 act,NPR1 activator,hgDAF-12 ag,ssDAF-12 act,ADAM10 inh
Cc1ccc(C)c2c(SC(C)C(=O)NCc3ccco3)nc(-c3ccccc3)nc12 (stereo not given),2.1,0.4,-2,7,0.3,0.6,1,6,-1.2,-1.1,1
O=C(O)c1sccc1Oc1ccc(NS(=O)(=O)c2cccc(F)c2)cc1,3.4,0.1,1,1,-0.1,-0.4,-4,8,0.7,-0.6,-1
O=C(N/N=C/c1ccco1)c1cnccn1,0.5,-1.9,2,-11,-0.2,-0.3,8.0*,6,5.5,0.4,-3
O=C(NC1CCCCC1)c1ccc(N2CCOCC2)c([N+](=O)[O-])c1,-1.6,-0.7,2,14,-0.9,0.5,0,5,-1.4,-1.1,-6
CSc1nc(O)c(C(c2ccc(O)cc2)c2c(O)nc(SC)[nH]c2=O)c(=O)[nH]1,0.6,0.1,-3,4,-1.2,0.0,-2,0,0.3,-0.8,0
CN(C)CCNC(=O)c1sc2cccc(F)c2c1Cl,1.8,0.6,-1,-7,2.2,2.4,-2,1,8.0,-0.5,-2
Cc1ccc(C)c(NC(=O)CCC(=O)N/N=C2/CC(=O)CC(C)(C)C2)c1,0.5,2.2,6,-2,-0.7,-0.5,2,0,-0.6,-1.6,-11
COC(=O)c1cc(S(=O)(=O)NCCc2ccc(SC)cc2)c[nH]1,-2.5,-2.4,-5,-9,-0.4,-0.7,-2,3,1.2,-1.3,-4
CCCCCCCCN1C(=O)[C@@H](CC(=O)NCCCCc2ccccc2)C[C@@]2(C(=O)OC)C1=C[C@H](COCc1ccccc1)O[C@@H]2C,0.0,nt,1,-7,nt,0.5,-1,-10,5.0,-0.4,8
